# MPTP inh = mitochondrial permeability transition pore inhibitors, primary screen, biochemical, isolated mouse mitochondria, absorbance. 360,000 compounds, 1.4% hits. inhibition, % at 10 µM. Ca2+ swelling absorbance, 30 min. AID 602449, 2012;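 active = inhibition of 50% or more, scaled per plate between neutral and stimulator controls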;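 also: 0% = DMSO wells given calcium and 100% = 1 mM EGTA wells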
# ATG4B inhibitor = ATG4B protease inhibitors, primary screen, biochemical, fluorescence, uHTS; 340,000 compounds, 0.51% hits; inhibition, % at 8.33 µM; Cysteine protease ATG4B (Homo sapiens), Q9Y4P1; ATG4B cleavage of LC3-PLA2, NBD-HPC fluorescence, 1 h; in the data active = inhibition above about 40%
# hIAP inh = human IAP inhibitors, primary screen, biochemical, luminescence, uHTS | inhibition, % at 10 µM | purified IAP, CDP-Star luminescence, 30 min | 330,000 compounds, 0.12% hits;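 active = inhibition reaching a set limit with compound at 10 µM in the primary screen, cut at about 35% in these data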;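 also: plate controls were DMSO wells with enzyme for no effect and no-enzyme buffer wells for full effect; values of inactives mirror those of a sister screen read the other way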
# Target sequence (P09923 whole entry, looked up): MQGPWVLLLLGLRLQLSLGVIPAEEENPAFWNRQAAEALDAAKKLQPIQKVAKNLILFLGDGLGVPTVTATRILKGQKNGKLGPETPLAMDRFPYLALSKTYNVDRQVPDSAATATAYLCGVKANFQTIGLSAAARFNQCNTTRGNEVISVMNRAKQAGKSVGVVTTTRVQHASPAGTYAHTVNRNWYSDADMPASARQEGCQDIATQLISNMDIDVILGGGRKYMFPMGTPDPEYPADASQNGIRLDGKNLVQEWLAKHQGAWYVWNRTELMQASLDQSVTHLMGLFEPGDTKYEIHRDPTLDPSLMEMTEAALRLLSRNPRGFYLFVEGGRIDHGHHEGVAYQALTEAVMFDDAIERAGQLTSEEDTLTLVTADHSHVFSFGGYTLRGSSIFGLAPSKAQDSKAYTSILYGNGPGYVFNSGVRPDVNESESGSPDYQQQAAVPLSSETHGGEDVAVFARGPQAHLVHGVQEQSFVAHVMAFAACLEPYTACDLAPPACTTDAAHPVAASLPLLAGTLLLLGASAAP
# APOBEC3G inh = APOBEC3G DNA deaminase inhibitors, primary screen, biochemical, fluorescence, single-stranded DNA substrate, uHTS | DNA dC->dU-editing enzyme APOBEC-3G (Homo sapiens), Q9HC16 | recombinant A3G, ssDNA deamination FAM/TAMRA fluorescence | 330,000 compounds, 0.28% hits | inhibition, % at 20 µM;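 active = inhibition of at least 40% at 20 µM, with no more than 30% in the related APOBEC3A deaminase screen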;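 also: plate controls were DMSO wells with A3G for no effect and wells lacking A3G enzyme for full effect; some compounds called inactive have numbers as strong as hits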
# Target sequence (Q9HC16 whole entry, looked up): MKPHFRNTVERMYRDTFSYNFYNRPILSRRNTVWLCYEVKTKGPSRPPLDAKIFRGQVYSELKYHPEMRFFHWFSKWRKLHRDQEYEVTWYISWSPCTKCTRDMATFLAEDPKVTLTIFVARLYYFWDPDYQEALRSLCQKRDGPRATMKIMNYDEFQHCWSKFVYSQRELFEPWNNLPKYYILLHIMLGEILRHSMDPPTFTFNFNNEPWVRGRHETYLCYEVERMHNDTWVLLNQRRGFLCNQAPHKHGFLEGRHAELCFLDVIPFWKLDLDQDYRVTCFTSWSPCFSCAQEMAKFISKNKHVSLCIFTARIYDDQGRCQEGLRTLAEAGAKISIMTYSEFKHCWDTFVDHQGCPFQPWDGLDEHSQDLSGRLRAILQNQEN
# MIN6 prolif = inducers of MIN6 beta-cell proliferation, primary screen, ATP luminescence, uHTS; MIN6 cells proliferation, ATPlite luminescence, 48 h; cells starved in 0.2% serum; 100% = growth in 10% serum; AID 2380, 2010; 330,000 compounds, 0.29% hits; proliferation, % at 10 µM;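 active = compounds whose signal lies at least 3.5 SD above the mean of all wells on their plate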;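 also: 0% = DMSO-treated cells in low-serum medium and 100% = 10% serum control; some compounds called inactive have numbers as strong as hits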
# hIAP act = human IAP activators, primary screen, biochemical, luminescence, uHTS. Intestinal-type alkaline phosphatase (Homo sapiens), P09923. purified human IAP, CDP-Star luminescence, 30 min; active compounds read high; 1 = vehicle-only enzyme, 0 = enzyme-free background. activation factor at 10 µM. 330,000 compounds, 0.16% hits;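 active = activation factor of the enzyme at least 2-fold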; also: the source names both 10 and 20 µM as test concentration; values of inactives mirror those of a sister screen read the other way
# APOBEC3A inh = APOBEC3A ssDNA deaminase inhibitors, primary screen, selectivity assay for APOBEC3G inhibitor project, biochemical, FAM/TAMRA oligo cleavage fluorescence | AID 493011, 2011 | 330,000 compounds, 0.41% hits | recombinant A3A, FAM/TAMRA ssDNA deamination fluorescence | inhibition, % at 20 µM | DNA dC->dU-editing enzyme APOBEC-3A (Homo sapiens), P31941;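 active = at least 40% inhibition at 20 µM here, with at most 30% in a related deaminase screen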;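 also: plate controls were A3A with DMSO for no effect and wells lacking A3A enzyme for full effect; some results filed as inactive read as strong as hits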
# Target sequence (P31941 whole entry, looked up): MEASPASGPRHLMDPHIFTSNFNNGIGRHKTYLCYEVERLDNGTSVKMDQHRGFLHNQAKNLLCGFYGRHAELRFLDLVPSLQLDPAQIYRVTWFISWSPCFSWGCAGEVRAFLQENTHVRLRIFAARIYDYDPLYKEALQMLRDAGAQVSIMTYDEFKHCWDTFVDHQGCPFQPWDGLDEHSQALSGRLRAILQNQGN
# mIAP activ = activators of mouse IAP, primary screen, biochemical, luminescence, uHTS | intestinal alkaline phosphatase [Mus musculus] | muIAP, CDP-Star luminescence, 30 min; active compounds read high; 1 = vehicle-only enzyme signal, 0 = enzyme-free wells | activation factor at 10 µM | 330,000 compounds, 0.24% hits;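 active = activation factor of at least 2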; also: the source names both 10 and 20 µM as test concentration; values of inactives mirror those of a sister screen read the other way
#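 System: mouse IAP enzyme. Reagent: CDP-Star chemiluminescent phosphatase substrate. Benchmarks: DMSO wells, no-enzyme wells. Times: 30 min enzyme-substrate-compound incubation at room temperature. Detection: luminescence from enzymatic CDP-Star hydrolysis. Doses: test compounds delivered from DMSO solution.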
# mIAP inh = inhibitors of mouse IAP, primary screen, biochemical, luminescence, uHTS; purified mouse IAP, CDP-Star luminescence, 30 min; inhibition, % at 10 µM; intestinal alkaline phosphatase [Mus musculus]; 330,000 compounds, 0.2% hits;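 active = inhibition of at least 40% at 10 µM in the primary screen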;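 also: plate controls were DMSO with enzyme for no effect and no enzyme wells for full effect; values of inactives mirror those of a sister screen read the other way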
# Starred values were filed as active, the others as inactive; x = no result given.
SMILES,MPTP inh,ATG4B inhibitor,hIAP inh,APOBEC3G inh,MIN6 prolif,hIAP act,APOBEC3A inh,mIAP activ,mIAP inh
O=C(COC(=O)Cc1n[nH]c(=O)c2ccccc12)Nc1c(Cl)cccc1C(F)(F)F,-1.4,-2.2,-10.3,-7.9,1.6,1.1,-1.6,1.01,-1.5
COc1ccc(C(=O)N2CCCC(c3ccccc3)C2)cc1 (stereo not drawn),0.1,1.1,13.6,-2.0,0.1,0.864,-0.9,0.97,3.0
CSc1ccc(CNc2ccccn2)cc1,-2.9,-6.0,-5.0,8.9,-2.0,1.05,48.2*,0.997,0.3
COc1ccc(C(=O)CCc2ccc(OC)c(OC)c2)cc1,7.9,-6.0,-3.1,-3.3,1.0,1.03,-4.2,1.02,-2.1
CCc1ccc(NC(=O)C2CC=CCC2C(=O)O)cc1 (stereo not drawn),-2.0,3.3,4.4,-0.7,0.2,0.956,1.1,0.992,0.8
COC(=O)c1sccc1NC(=O)CSc1ccccc1NS(=O)(=O)c1ccc(F)cc1,7.9,-12.0,3.9,0.5,-4.6,0.961,-1.7,0.88,12.0
CSc1nnc(C)c(=O)n1COC(=O)/C=C/c1ccc2c(c1)OCO2,1.9,5.1,0.2,-0.6,-0.4,0.998,3.2,0.971,2.9
CCCCNC(=O)C(C)N(CCN(C)C)C(=O)CCCN1C(=O)NC(c2ccc([N+](=O)[O-])cc2)C(C(=O)OCc2ccccc2)=C1C (stereo not drawn),-3.9,-8.2,x,0.2,x,x,4.0,0.99,1.0
O=C(CSc1nc2c(sc3ccccc32)c(=O)n1CCc1ccccc1)NCc1ccco1,8.6,5.0,-5.6,-5.8,-4.2,1.06,-0.1,1,-0.3
CC(=O)c1cc2c(cc1N/C(=N/S(=O)(=O)c1ccc(C)cc1)c1ccc(Cl)cc1)OCO2,0.7,-8.9,1.7,-1.0,1.0,0.983,-1.6,0.851,14.9
CN(C)S(=O)(=O)c1cccc(NC(=O)COC(=O)[C@H](Cc2ccccc2)NC(=O)c2ccco2)c1,-0.3,-12.8,-11.6,-2.7,-2.1,1.12,0.0,0.997,0.3
Cc1cccc(C(=O)CC(=O)c2cc(Cl)ccc2O)c1,40.7,9.4,3.2,-0.5,-5.4,0.968,-0.6,0.923,7.7
Cc1ccc2nc(NC(=O)C3CCN(C(=O)c4ccc(F)cc4)CC3)sc2c1,-0.1,-0.9,-11.9,-7.0,-3.8,1.12,-1.6,1.01,-1.0
COc1ccc(CCNC(=O)C(=O)NCC2OCCN2C(=O)c2ccc(Cl)cc2)cc1 (stereo not drawn),-1.0,0.7,14.4,4.6,-1.0,0.856,4.0,1.01,-0.6
Cc1c(Cl)cccc1NC(=O)[C@@]1(CC(=O)O)CC(/C=C/c2ccccc2)=NO1,-0.3,19.9,11.0,-5.9,2.6,0.89,-0.5,1.03,-2.6
CCC(=NCc1ccccc1)C1=C(O)C(C(=O)OC)C(C)(C)CC1=O (stereo not drawn),1.7,-1.7,-18.3,-5.5,-1.2,1.18,-3.2,0.921,7.9
COc1cc(F)c(C2=CC(=O)CC(C)(C)C2)cc1F,-1.1,6.1,9.0,-4.5,-0.9,0.91,-2.3,0.959,4.1
Cn1c(C2=C(O)CN(Cc3ccccc3)C2=N)[n+](C)c2ccccc21,1.4,2.2,-1.2,2.8,0.3,1.01,5.8,0.929,7.1
O=C(Nc1cccc(S(=O)(=O)N2CCCCCC2)c1)C1=COCCO1,-2.0,-5.0,0.9,-11.0,3.0,0.991,-4.6,0.957,4.3
COc1ccc(C2C(C#N)=C(N)Oc3n[nH]c(C)c32)cc1Cn1nnc2ccccc21 (stereo not drawn),1.0,-5.2,4.4,-0.9,-1.8,0.956,2.7,0.961,3.9
N/C(=N\OC(=O)c1cccc(Cn2cc(C(F)(F)F)ccc2=O)c1)c1ccccc1,2.0,-8.4,13.5,-9.0,-2.7,0.865,-1.7,1.06,-6.5
Cc1cccc(NC(=S)NC(=O)c2ccc(-c3ccccc3)cc2)n1,-0.2,-2.1,13.5,-5.3,0.1,0.865,-6.4,0.793,20.7
Cc1c(Cl)cccc1NC(=O)CNC(=O)c1ccccc1F,-1.7,-4.1,-6.7,-3.2,0.0,1.07,0.4,0.953,4.7
COc1ccc(NC(=O)CSc2nccn2C)cc1S(N)(=O)=O,-3.0,-9.2,-1.6,-1.6,1.3,1.02,-0.5,0.899,10.1
O=C(NC12CC3CC(CC(C3)C1)C2)c1cc(F)c(F)c(F)c1F,0.1,3.7,-3.3,-8.8,-3.3,1.03,-2.7,1.03,-2.6

# Part of the list above in a different format.
# Each structure is followed by: MPTP inh, ATG4B inhibitor, hIAP inh, APOBEC3G inh, MIN6 prolif, hIAP act, APOBEC3A inh, mIAP activ, mIAP inh
COc1ccc(NC(=O)CSc2nccn2C)cc1S(N)(=O)=O
→ -3.0, -9.2, -1.6, -1.6, 1.3, 1.02, -0.5, 0.899, 10.1
CCC(=NCc1ccccc1)C1=C(O)C(C(=O)OC)C(C)(C)CC1=O (stereo not drawn)
→ 1.7, -1.7, -18.3, -5.5, -1.2, 1.18, -3.2, 0.921, 7.9

# Further entries:
SMILES,MPTP inh,ATG4B inhibitor,hIAP inh,APOBEC3G inh,MIN6 prolif,hIAP act,APOBEC3A inh,mIAP activ,mIAP inh
COc1ccc(-c2cc(C(F)(F)F)nc(N)n2)cc1,-0.4,-1.5,8.4,-3.5,7.8,0.916,-2.2,0.966,3.4
CCn1c(C(=O)NCCCc2ccccc2)cc2sccc21,-0.1,8.5,-6.7,-3.8,0.0,1.07,4.7,1.13,-13.2
COc1ccc(CNC(=O)Cn2ccc(NC(=O)OCc3ccccc3)nc2=O)cc1,0.2,-4.6,6.9,-3.6,-0.3,0.931,4.2,1,-0.3
COc1ccc(/C=C2\Oc3cc(OCC(=O)N4CCC(C(=O)O)CC4)ccc3C2=O)c(OC)c1OC,-1.8,-26.4,-2.7,-7.2,-1.6,1.03,-2.0,0.855,14.5
Cc1nnc(NC(=O)C(c2ccccc2)c2ccccc2)s1,0.0,3.9,5.2,-13.1,-0.3,0.948,-1.2,1.04,-3.9
C#CCOCCOCCOCCNc1nc(N2CCN(C(=O)CCCCCCCCCCNC(=O)Cn3cc(CCCCCN)nn3)CC2)nc(N2CCN(C(=O)CCCCCCCCCCNC(=O)Cn3cc(C[C@@H](C)O)nn3)CC2)n1,-5.5,-14.2,-27.6,-4.6,-6.8,1.27,-3.4,2.13*,-113.2
CCOC(=O)c1nn(-c2ccc(C)c(C)c2)c(=O)c(C#N)c1C,2.2,-2.3,-41.9,-6.6,-3.5,1.42,-7.1,1.02,-1.8
COc1cc(C(C)=O)ccc1OCC(=O)NCC1(N2CCCCC2)CCCCC1,0.8,-6.7,3.5,-5.8,-0.2,0.965,10.9,0.933,6.7
CC1CCCN(C(=O)C2CCC(CNc3c(N4CCCCC4)c(=O)c3=O)CC2)C1 (stereo not drawn),-0.4,5.9,-7.0,-9.4,-1.7,1.07,-0.5,0.978,2.2
Nc1nc(CSc2nnnn2-c2ccc(F)c(Cl)c2)nc(N2CCOCC2)n1,-0.5,-19.1,18.8,-2.3,-1.2,0.812,0.8,1,-0.2
COC(=O)C(COC(=O)c1c(F)cccc1F)NC(=O)c1c(F)cccc1F (stereo not drawn),-0.3,-2.1,-7.9,0.6,1.4,1.08,2.7,0.923,7.7
CCOC(=O)Cc1c(C)nc2c(-c3ccccc3)c[nH]n2c1=O,-2.1,-7.3,-2.2,-3.0,-1.8,1.02,-3.1,0.978,2.2
CC(=O)Nc1ccc(S(=O)(=O)Oc2ccccc2N2CCCCC2)cc1,28.6,-1.3,-27.8,-1.5,-1.9,1.28,0.3,1,-0.5
CCOC(=O)CSc1nc(N2CCOCC2)c2c(c1C#N)CC(C(C)C)OC2 (stereo not drawn),-0.6,-0.9,2.8,-5.4,-0.5,0.972,-4.5,1.04,-3.8
COc1nc(NC(=O)c2ccc(F)cc2)nc(OC)c1-c1ccccc1,1.1,0.0,-2.5,3.5,-1.1,1.02,-0.7,1.06,-6.1
CC(=O)Nc1ccc(C(=O)Nc2cccc(S(=O)(=O)N(C)c3ccccc3)c2)cc1,-1.1,-7.7,-12.2,-5.1,2.1,1.12,-3.3,0.878,12.2
O=C(C[C@@H]1C/C=C\C[C@@H](Cc2ccc(F)cc2)C(=O)OC[C@H]2CCCN2C1=O)N[C@H](CO)Cc1ccccc1,0.9,-9.1,1.5,-9.9,0.2,0.985,-5.3,1.16,-16.0
C/C(=N\NC(=O)c1cc(Cl)ccc1O)c1ccc(Br)s1,94.2*,-2.4,5.3,-7.0,-5.6,0.947,-0.6,0.825,17.5
Cc1cc(=O)nc2c3ccccc3n(C(C)C(=O)Nc3c(F)c(F)c(F)c(F)c3F)n12 (stereo not drawn),2.8,-1.0,-16.8,-8.8,-4.2,1.17,-11.1,1.18,-18.2
O=C(O)c1cc(N/N=C/c2cccnc2)ccc1Cl,1.0,-1.3,5.4,-3.1,0.5,0.946,-4.6,0.92,8.0
CCOc1ccc(Br)cc1CN(CC)CC,0.1,7.0,-4.4,0.4,0.0,1.04,1.4,0.968,3.2
CNC(=S)N1CCN(c2nc3ccccc3s2)CC1,0.1,-9.2,10.9,-7.4,0.8,0.891,-1.7,1.03,-3.3
O=C(O)c1ccccc1-c1nc(-c2ccccc2)c(-c2ccccc2)[nH]1,2.9,2.6,5.1,-1.4,-2.6,0.949,-0.5,0.952,4.8
Cc1ccc(CS(=O)(=O)Cc2ccc(C(=O)NC3CC3)o2)cc1,-1.2,-0.3,-7.2,-5.1,2.3,1.07,-2.5,1.06,-6.4
CC(C)(C)C(=O)N1CCN(c2ccc([N+](=O)[O-])c(NCc3cccnc3)c2)CC1,-3.8,-10.1,4.9,-4.5,-2.7,0.951,-3.1,0.915,8.5
# Continued.
SMILES,MPTP inh,ATG4B inhibitor,hIAP inh,APOBEC3G inh,MIN6 prolif,hIAP act,APOBEC3A inh,mIAP activ,mIAP inh
COC(=O)CNC(=O)C1Nc2ccccc2C2C=CCC12 (stereo not drawn),1.0,-7.8,0.5,12.1,-0.3,0.995,-3.9,0.687,31.3
COCc1nnc(NC(=O)c2ccc(NC(=O)C(C)C)cc2)s1,-0.5,-1.1,-9.1,-0.1,-2.5,1.09,3.2,1.02,-1.6
Cc1cccc(NC(=O)COC(=O)Cc2cccs2)c1C,0.3,-4.0,-2.1,-0.1,-3.8,1.02,5.8,1.01,-0.6
Brc1ccc(-c2ccc(/C=N/Nc3nncc(-c4ccccc4)n3)o2)cc1,2.6,-5.8,2.5,-0.6,-2.0,0.975,1.7,0.867,13.3
CCCc1cc(=O)oc2c(CN3CCCC3)c(O)c(Cl)cc12,0.3,-3.4,-21.1,-2.2,0.6,1.21,-1.8,0.956,4.4
CC(C(=O)N1CCN(c2ccc(Cl)cc2)CC1)c1ncc(C(F)(F)F)cc1Cl (stereo not drawn),47.3,-6.3,-8.5,-7.8,-5.2,1.08,-7.8,0.987,1.3

# High-throughput results from PubChem.
